Compound activity deposited in PubChem by several laboratories.
Insulin prom up: MIN6 insulin promoter up-regulation | 0.3% of 190,000 active | AID 1625 | z-score at 5 µM | MIN6 insulin promoter-GFP reporter, high-content imaging; active compounds read high;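 active = z-score above 3 at 5 µM with at least 500 cells counted in the well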
WT yeast gro inh: growth inhibition of WT yeast, mitochondrial fusion screen; mitochondrial fusion phenotypic screen, WT strain; inhibition, % at 10 µM; 2.1% of 190,000 active; AID 1362; in the data active = inhibition above about 58%; tested in S. cerevisiae
Autophagy HCS: modulators of autophagy. calls only at 10 µM (by protocol). AID 463193. MEF GFP-LC3 puncta imaging; test concentration mostly 10 µM. 0.98% of 190,000 active;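 active = percentage of spot-positive cells more than 3 SD above its plate mean, without a fluorescence outlier flag or 80% toxicity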;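 also: spot-positive cell cutoff set from DMSO-treated cells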
bCat nuc transl: beta-catenin nuclear translocation modulation | HeLa beta-catenin nuclear translocation, immunofluorescence imaging | nuclear translocation activity, % at 5 µM | 0.3% of 190,000 active | AID 1665;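 active = nuclear translocation activity above 50% at 5 µM, with a well cell count of 50 or more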;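 also: per-cell ratio of nuclear to cytoplasmic median beta-catenin stain intensity; plate controls were DMSO negative control for no effect and GSK-3 inhibitor IX positive control for full effect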
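System: HeLa cells, endogenous beta-catenin; compound dosing: 5 µM primary single dose, 0.1% DMSO, 0.02–20 µM confirmation series; incubation: 24 h compound exposure at 37°C, 5% CO2; signal: beta-catenin immunofluorescence imaging with DAPI; evaluation: % activation, nuclear-to-cytoplasmic median beta-catenin signal ratio per cell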
Hep lipid drop: hepatic lipid droplet formation modulation | AML12 mouse hepatocytes, oleate lipid droplets, BODIPY imaging | inhibition, % at 6.5 µM | 0.4% of 240,000 active;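 active = lipid droplet intensity inhibited by at least 50%, with more than 500 cells counted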
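Material – AML12 mouse liver cells · Also added – oleate loading, 100 µM · Compound dosing – 6.5 µM single-point dosing · Times – overnight treatment with compound plus oleate · Measured by – fluorescence imaging, 20x objective, two fields per well · Read-out – percent inhibition of filter-corrected integrated lipid droplet intensity per well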
Dynein cargo inh: blocks dynein driven cargo transport along microtubules | 3617.4 mouse cells, GR-EGFP nuclear translocation imaging; test concentration mostly 20 µM; stimulated with dexamethasone, 1 µM; active compounds read low | z-score, hits read low | 0.47% of 220,000 active;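 active = plate z-score of nuclear minus cytoplasmic receptor signal below a set negative limit, without overly bright fluorescence or cell loss, cut at about -3.5 in these data, passing the limit was not always enough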;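 also: z-score of nuclear minus cytoplasmic ring GR-EGFP intensity difference per well; some compounds called inactive have numbers as strong as hits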
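Also added: dexamethasone, 1.0 µM final. Medium: tet-free, stripped-serum medium. Detection: fixed, Hoechst-stained cells imaged at 10x for EGFP. Read-out: nuclear-to-cytoplasmic GR-EGFP distribution per well. Times: induction 48 h, compound 1 h, agonist 30 min.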
ER stress rescue: rescue of cells from ER stress-induced death, primary screen, 384-well, CSM14.1, thapsigargin, ATP luminescence (AID 1222); 190,000 tested, under 10 active; cellular ATP content (survival), % at 20 µM, or EC50 in µM where a hit was titrated; CSM14.1 thapsigargin-induced death rescue, ATP luminescence; higher % means a stronger effect;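 active = EC50 below 50 µM in the dose-response confirmation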;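 also: death triggered by thapsigargin at about 15 µM added after 2 h compound pretreatment; cell ATP read after overnight thapsigargin exposure of roughly 18 to 22 hours; normalized against plate controls of thapsigargin alone and 5% DMSO vehicle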
MT stabilize HCS: stabilizes microtubules in HeLa cells | HeLa tubulin immunostaining HCS, 24 h; share of cells brighter than vehicle mean+2SD | % tubulin-high responders, % at 10 µM | 0.83% of 200,000 active;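 active = plate Z-score above 3 for both tubulin-high and condensed-nucleus cell shares, with cell loss under 80%, at 10 µM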;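 also: anti alpha tubulin signal scored within the nucleus-defined area of each cell; some results filed as inactive read as strong as hits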
XIAP displacement: small molecules displacing peptide from XIAP – biochemical, IAP family, fluorescence polarization (AID 1018); XIAP BIR domain, fluorescence polarization peptide displacement; higher % means a stronger effect; displacement, % at 20 µM, or IC50 in µM where a hit was titrated; 0.007% of 200,000 active; in the data active = displacement above about 50%; also: a part of the inactive calls stands beside numbers as strong as those of hits
WT yeast gro inh mutant strain: second read-out of WT yeast gro inh, no call of its own (marks repeat the call); inhibition, %; mitochondrial fusion phenotypic screen, mutant strain inhibition
Dynein cargo inh cytoplasmic EGFP: also measured in Dynein cargo inh; calls as there; z-score; measured here: cytoplasmic GR-EGFP intensity; active compounds read high
Dynein cargo inh nuclear GR-EGFP: second read-out of Dynein cargo inh, no call of its own (marks repeat the call); z-score; measured here: nuclear GR-EGFP intensity;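 lower value marks the stronger effect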
Dynein cargo inh cell count: recorded beside Dynein cargo inh, whose call it bears; z-score; measured here: cell count per field
Insulin prom up cell count: also measured in Insulin prom up; calls as there; cell count; measured here: cytotoxicity, nuclei count;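 total cells summed across four imaged fields per well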
Hep lipid drop cells 6.5 µM: second read-out of Hep lipid drop, no call of its own (marks repeat the call); cell count; measured here: cell count, cytotoxicity flag;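 cells counted across two imaged fields per well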
bCat nuc transl cell count 5 µM: also measured in bCat nuc transl; calls as there; cell count; measured here: cell count, cytotoxicity flag
MT stabilize HCS Hoechst-high %: also measured in MT stabilize HCS; calls as there; % Hoechst-high responders; measured here: nuclear condensation Hoechst responders;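 share of cells brighter than vehicle mean plus two SD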
MT stabilize HCS cytotoxicity %: recorded beside MT stabilize HCS, whose call it bears; toxicity, %; measured here: cytotoxicity by cell density;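 0% = mean cell density of plate MIN control wells and 100% = no cells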
Autophagy HCS cell loss 18 h: recorded beside Autophagy HCS, whose call it bears; toxicity, %; measured here: cell loss, nuclei count;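 cell loss after 18 h compound exposure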
Numbers without * were called inactive; i = inactive; · = not tested or not shown; + = active, no number.

item	SMILES	Insulin prom up	Insulin prom up cell count	WT yeast gro inh	WT yeast gro inh mutant strain	Autophagy HCS	Autophagy HCS cell loss 18 h	bCat nuc transl	bCat nuc transl cell count 5 µM	Hep lipid drop	Hep lipid drop cells 6.5 µM
1	CCOC(=O)N1CCC(N(CCN(C)C)C(=S)Nc2cccc(Cl)c2C)CC1	1.2	1314	4	6	i	6	3.6	993	-2	703
2	COc1cccc(C(=O)COc2ccc3c(C)c(Cc4ccccc4)c(=O)oc3c2C)c1	·	·	4	-22	i	13	-0.3	964	24	695
3	Cc1cc(C(=O)N2CCCC2C(=O)O)c(C)o1 (stereo not drawn)	1.6	1474	-13	4	i	16	-5.8	808	·	·
4	CCOc1ccc2nc(N3CCOCC3)nc(C)c2c1	1.2	1619	-2	10	i	-3	0.4	996	-15	640
5	CCn1cc(Cl)c(C(=O)Nc2nc3ccccc3n2CCN2CCCCC2)n1	0.48	910	6	6	i	5	-0.4	1132	·	·
6	CCOc1ccccc1-n1c(SCC(=O)NC)nnc1-c1ccco1	0.62	1482	-15	0	i	-7	-3.1	907	·	·
7	N#Cc1c(N)n(CCc2ccc(F)cc2)c2nc3ccccc3nc12	-0.08	880	-4	-10	i	2	·	·	22	804
8	CN(C(=O)COC(=O)c1cc(-c2ccccc2Cl)nc2ccccc12)C1CCS(=O)(=O)C1 (stereo not drawn)	0.81	1537	16	1	i	5	-0.4	1034	-4	648
9	CN1CCN(C(=O)c2ccc(C(F)(F)F)cc2)CC1	-0.17	1570	-2	-5	i	24	-2.8	1161	-13	562
10	COc1cc(NC(=O)c2ccc(S(=O)(=O)N(C)C)cc2)cc(OC)c1OC	0.11	1198	4	-5	i	-11	0.9	1097	·	·
11	COc1ccc(C(=O)N(CN2CCCC2=O)c2cc(C)on2)cc1OC	-0.11	1465	14	13	i	11	2.5	1369	·	·
12	Cc1ccc(-n2c(O)c(C=Nc3ccc4c(c3)OCO4)c3ccccc3c2=O)cc1C	-2	783	9	23	+	32*	1.0	1347	·	·
13	Nn1c(SCCOc2ccccc2)nnc1-c1cccnc1	0.36	1396	6	10	i	11	-0.9	1053	9	670
14	COc1cccc(C2C3=C(CC(C)(C)CC3=O)OC(N)=C2[N+](=O)[O-])c1 (stereo not drawn)	·	·	1	-12	i	-20	·	·	·	·
15	c1ccc(Cc2nnc(N3CCOCC3)c3ccccc23)cc1	-0.11	919	-19	-36	i	-4	·	·	22	843

item	Dynein cargo inh	Dynein cargo inh cytoplasmic EGFP	Dynein cargo inh nuclear GR-EGFP	Dynein cargo inh cell count	ER stress rescue	MT stabilize HCS	MT stabilize HCS Hoechst-high %	MT stabilize HCS cytotoxicity %	XIAP displacement
1	0.42	-0.2	0.24	-1.2	-1.5%	1.8	2.4	7.2	-13%
2	-0.44	-0.29	0.66	0.079	17%	4.8	7.0	11	-3.3%
3	0.4	-0.22	0.8	0.022	-0.7%	3.9	1.8	5.9	1.0%
4	-1	-0.16	-0.79	0.4	-3.1%	3.0	1.8	5.9	-9.3%
5	-0.47	-0.22	-0.15	0.11	-0.5%	3.1	2.2	0.3	-2.5%
6	-0.67	-0.2	-0.21	0.54	0.3%	2.1	1.4	6.5	-2.7%
7	-0.8	-0.4	-0.39	0.51	-1.2%	0.6	2.1	20	-5.7%
8	0.69	-0.25	0.075	-0.63	0.3%	4.5	2.1	2.0	-9.1%
9	2	0.028	1.5	-1.9	0.3%	4.5	0.9	2.5	-4.6%
10	0.32	-0.14	0.0025	0.27	-0.9%	2.4	1.2	9.8	-3.3%
11	-0.79	-0.076	-0.36	0.96	-1.5%	4.9	1.6	2.0	-2.9%
12	-0.6	0.025	-0.3	1.2	-0.4%	4.8	5.8	22	-4.0%
13	1.3	-0.082	0.86	-1	-1.4%	2.0	3.1	8.6	-4.8%
14	0.24	-0.24	-0.56	-0.12	-2.0%	2.1	1.8	7.4	-1.9%
15	0.45	-0.29	0.3	-0.73	-0.1%	0.9	1.0	2.4	-4.4%

4 of the compounds above, with two lines to a compound.
Values run as follows: Insulin prom up	Insulin prom up cell count	WT yeast gro inh	WT yeast gro inh mutant strain	Autophagy HCS	Autophagy HCS cell loss 18 h	bCat nuc transl	bCat nuc transl cell count 5 µM	Hep lipid drop	Hep lipid drop cells 6.5 µM	Dynein cargo inh	Dynein cargo inh cytoplasmic EGFP	Dynein cargo inh nuclear GR-EGFP	Dynein cargo inh cell count	ER stress rescue	MT stabilize HCS	MT stabilize HCS Hoechst-high %	MT stabilize HCS cytotoxicity %	XIAP displacement
12) Cc1ccc(-n2c(O)c(C=Nc3ccc4c(c3)OCO4)c3ccccc3c2=O)cc1C
→ -2	783	9	23	+	32*	1.0	1347	·	·	-0.6	0.025	-0.3	1.2	-0.4%	4.8	5.8	22	-4.0%
13) Nn1c(SCCOc2ccccc2)nnc1-c1cccnc1
→ 0.36	1396	6	10	i	11	-0.9	1053	9	670	1.3	-0.082	0.86	-1	-1.4%	2.0	3.1	8.6	-4.8%
14) COc1cccc(C2C3=C(CC(C)(C)CC3=O)OC(N)=C2[N+](=O)[O-])c1 (stereo not drawn)
→ ·	·	1	-12	i	-20	·	·	·	·	0.24	-0.24	-0.56	-0.12	-2.0%	2.1	1.8	7.4	-1.9%
15) c1ccc(Cc2nnc(N3CCOCC3)c3ccccc23)cc1
→ -0.11	919	-19	-36	i	-4	·	·	22	843	0.45	-0.29	0.3	-0.73	-0.1%	0.9	1.0	2.4	-4.4%

Later entries.
item	SMILES	Insulin prom up	Insulin prom up cell count	WT yeast gro inh	WT yeast gro inh mutant strain	Autophagy HCS	Autophagy HCS cell loss 18 h	bCat nuc transl	bCat nuc transl cell count 5 µM	Hep lipid drop	Hep lipid drop cells 6.5 µM
16	CCOC(=O)c1c(C)oc2c1c1c(c3ccccc32)OCN(CCCC(=O)O)C1	-0.46	1428	·	·	·	·	-3.8	1278	4	640
17	Cc1cc(C(=O)CSc2nc3ccccc3o2)c(C)n1C1CC1	0.71	1941	-12	-12	i	7	-1.7	1132	-4	672
18	O=C(CSc1ccc2nnc(-c3cccc(F)c3)n2n1)N1CCCc2ccccc21	0.01	1266	-6	8	i	6	-1.4	1147	-8	719
19	CCc1nc(NCCN2CCOCC2)c2oc3ccccc3c2n1	0.29	853	-11	-5	i	12	-1.6	1149	·	·
20	O=c1c(Cl)c(NC2CC2)cnn1-c1ccccc1	-0.53	1216	0	4	i	-35	-0.2	1042	20	771
21	CN(Cc1ccccc1)C(=O)N1CCOCC1	1	1314	·	·	·	·	0.4	1322	9	678
22	O=[N+]([O-])c1cccc(-c2n[nH]c(=S)n2-c2ccc(Br)cc2)c1	0.47	1540	3	9	i	-15	-3.5	1079	16	702
23	CC(=O)C1=C(C)NC(SCC(=O)c2ccc(-c3ccccc3)cc2)=C(C#N)C1c1cccnc1 (stereo not drawn)	0.15	1631	3	16	+	4.4*	1.2	1320	·	·
24	COc1ccc(-c2ccc(CCC(=O)O)n2NC(N)=O)cc1	0.18	897	·	·	·	·	-0.7	1283	-1	686

item	Dynein cargo inh	Dynein cargo inh cytoplasmic EGFP	Dynein cargo inh nuclear GR-EGFP	Dynein cargo inh cell count	ER stress rescue	MT stabilize HCS	MT stabilize HCS Hoechst-high %	MT stabilize HCS cytotoxicity %	XIAP displacement
16	-0.49	-0.28	-0.29	0.4	·	·	·	·	·
17	2.5	-0.12	1.4	-1.6	1.9%	3.1	1.8	1.7	-7.0%
18	0.76	-0.2	0.55	-0.32	-3.5%	2.1	1.4	5.1	-3.7%
19	-0.13	-0.37	-0.48	1.1	-0.2%	5.9	1.5	4.7	-0.4%
20	-0.54	-0.049	-0.2	0.84	-1.3%	1.9	1.6	2.9	-4.0%
21	0.26	-0.24	0.052	-0.0057	·	·	·	·	·
22	-0.87	-0.29	0.062	1.3	-0.7%	2.9	3.1	7.0	1.2%
23	-2.3	8.5	-0.14	-0.76	-0.5%	3.6	1.7	8.8	-4.1%
24	-0.053	-0.26	0.52	-0.3	·	·	·	·	·
